PAX8 inh HTS: PAX8 transcriptional activity inhibition; RMG-I TPO-luciferase reporter, SteadyGlo, 24 h; inhibition, % at 12.6 µM; 360,000 compounds, 1.2% hits; AID 652154;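 active means mean replicate inhibition at least 60% with every replicate also reaching 60%; inconclusive means only one of the two criteria is met; inactive means mean below 60% and not all replicates reaching 60%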;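 further: luciferase light reporting Pax8 driven TPO promoter activity; plate controls were median of neutral control wells for no effect and mitoxantrone controls for full effect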
S100A4 inh HTS: S100A4-myosin IIA interaction inhibition | P26447 | S100A4/TAMRA-MyoIIA peptide fluorescence polarization | inhibition, % at 10.7 µM | 360,000 compounds, 0.14% hits | AID 652163;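 active means mean inhibition of at least 70% across replicates, with every replicate also reaching that level; inconclusive means mean inhibition reaches 70% but some replicates fall short; inactive means mean inhibition below 70%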
Target sequence (P26447 whole entry, looked up): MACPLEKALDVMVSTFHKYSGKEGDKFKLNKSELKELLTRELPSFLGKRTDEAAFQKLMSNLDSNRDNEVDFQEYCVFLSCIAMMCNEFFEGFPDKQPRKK
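Material: S100A4 monomer (human). Medium: Calcium-containing HEPES buffer, pH 7.2. Probe or stimulus: labelled myosin peptide probe, 5 nM. Compound dosing: one concentration per compound. Timing: polarization read 5 min after assay mix addition, stable 5–60 min. Benchmarks: DMSO as neutral control, TFP as positive control.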
LGR2 inh: Drosophila LGR2 receptor signaling inhibition; HEK293 LGR2, CRE-luciferase, bursicon-stimulated, 4 h; 380,000 compounds, 0.35% hits; inhibition, % at 9.99 µM; AID 720647;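 active means drop in luminescence signal, shown as inhibition above about 50% in the replicate tests, limit read from the data, passing the limit was not always enough; inconclusive means probably only some replicates passing the limit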;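 further: agonist challenge used bursicon conditioned medium at about half maximal strength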
EWS-Fli inh: inhibitors of EWS/Fli oncoprotein transcriptional activity; A673 NR0B1-luciferase reporter, viability-normalised; inhibition, % at 12.6 µM; 350,000 compounds, 0.67% hits; AID 651661;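 active means mean inhibition of at least 50% after viability correction, with every replicate also passing that limit; inconclusive means mean reaches 50% but only one of two replicates passes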;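 further: firefly luciferase signal divided by Alamar Blue viability fluorescence both relative to DMSO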
PGC1a acetyl inh: lowers PGC1a acetylation signal in U2OS cells; AlphaScreen anti-acetyl-lysine; with virally co-expressed GCN5 acetyltransferase; inhibition, % at 15.6 µM; 350,000 compounds, 0.17% hits; AID 651687;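 active means every replicate shows inhibition of at least 40%; inconclusive means mean inhibition at least 40% but some replicate below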;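 further: 0% = neutral control wells and 100% = positive control wells; some results beyond the cut were filed as inactive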
ERAP1 HTS inh: ERAP1 (human) enzyme inhibition; Q9NZ08; recombinant ERAP1, Leu-AMC fluorescence, 60 min; inhibition, % at 10.7 µM; 340,000 compounds, 0.15% hits;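 active means mean replicate inhibition of at least 30%, or all replicates individually reaching that 30% level; inactive means mean below 30% and not every replicate reaching it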;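 further: 0% = neutral control wells and 100% = L-leucinethiol positive control wells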
Target sequence (Q9NZ08 whole entry, looked up): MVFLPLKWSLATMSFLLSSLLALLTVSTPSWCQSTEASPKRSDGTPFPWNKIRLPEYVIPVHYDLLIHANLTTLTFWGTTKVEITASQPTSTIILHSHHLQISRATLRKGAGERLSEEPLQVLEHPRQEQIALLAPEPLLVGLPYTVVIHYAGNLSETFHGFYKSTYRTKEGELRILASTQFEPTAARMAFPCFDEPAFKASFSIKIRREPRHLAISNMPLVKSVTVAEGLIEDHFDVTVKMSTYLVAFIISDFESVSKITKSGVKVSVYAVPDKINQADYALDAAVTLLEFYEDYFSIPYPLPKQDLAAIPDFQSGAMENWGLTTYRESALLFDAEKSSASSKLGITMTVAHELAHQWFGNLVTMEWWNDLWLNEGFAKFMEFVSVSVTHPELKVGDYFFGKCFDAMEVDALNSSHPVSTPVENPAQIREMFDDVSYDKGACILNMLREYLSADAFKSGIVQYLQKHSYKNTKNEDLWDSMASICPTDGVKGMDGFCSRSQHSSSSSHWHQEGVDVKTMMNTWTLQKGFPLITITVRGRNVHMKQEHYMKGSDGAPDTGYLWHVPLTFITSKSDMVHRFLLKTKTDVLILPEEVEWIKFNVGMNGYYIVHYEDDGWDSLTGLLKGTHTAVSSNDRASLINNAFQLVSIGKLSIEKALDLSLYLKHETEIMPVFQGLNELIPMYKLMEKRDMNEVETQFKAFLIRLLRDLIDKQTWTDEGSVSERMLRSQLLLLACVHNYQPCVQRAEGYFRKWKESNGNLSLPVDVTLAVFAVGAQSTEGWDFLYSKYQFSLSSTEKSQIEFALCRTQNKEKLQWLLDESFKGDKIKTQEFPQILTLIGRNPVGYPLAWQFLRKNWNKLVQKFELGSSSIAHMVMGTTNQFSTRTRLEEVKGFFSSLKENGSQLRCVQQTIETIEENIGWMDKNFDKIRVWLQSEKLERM
PglD inh: inhibitors of Campylobacter jejuni PglD acetyltransferase; inhibition, % at 12.5 µM; purified PglD enzyme, DTNB colorimetric CoA detection; 360,000 compounds, 0.098% hits; in the data active means inhibition above about 16%, passing the limit was not always enough; inconclusive means no clear call, values can overlap the other calls; further: strong numbers were not always called active
FN deposition inh: fibronectin deposition inhibition; 350,000 compounds, 0.086% hits; inhibition, % at 12.6 µM; AH1F fibroblasts, Alexa488-fibronectin deposition fluorescence, overnight;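 active means mean inhibition across replicates of 30% or more, regardless of how many single replicates reach that level; inconclusive means mean under 30% yet at least half of replicates reach 30%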;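 further: positive control wells lacked labelled fibronectin entirely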
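Material: AH1F fibroblast monolayer depositing Alexa488-labelled fibronectin into matrix / Amount: 10000 AH1F cells per well / Signal: fluorescence 485/525 nm / Medium: DMEM, 2% serum / Compound: single dose, pinned / Incubation: 1 h cell adhesion before compound, then overnight fibronectin incubation / Reagent: Alexa488-FN, 24 nM final / Read-out: inhibition of fibronectin deposition signal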
* hit, by the source's call; ? = inconclusive; . = not tested or not shown.

SMILES	PAX8 inh HTS	S100A4 inh HTS	LGR2 inh	EWS-Fli inh	PGC1a acetyl inh	ERAP1 HTS inh	PglD inh	FN deposition inh
C[C@@H]1CN([C@H](C)CO)C(=O)c2cc(-c3ccncc3)cnc2O[C@H]1CN(C)C(=O)Cc1ccccn1	-2	7	-6	-1	6	1	-1	.
COc1cccc(/C=C2\SC(=S)N(C(Cc3ccccc3)C(=O)O)C2=O)c1 (centres undefined)	6	-2	-7	5	-1	17	.	-5
N#Cc1ccc(-c2cccc3nccn23)cc1	.	-5	3	-10	1	-14	4	5
COc1ccc(CC(=O)N2CCCC(CNC(=O)c3ccccc3Cl)C2)cc1 (centres undefined)	-30	2	4	-23	.	6	.	-5
N#CC1=C(N)n2c(s/c(=C\c3ccco3)c2=O)=C(C#N)C1c1ccco1 (centres undefined)	14	.	.	.	-3	.	-18	6
CC1CCN(C(=O)COC(=O)c2cc3ccccc3cc2O)CC1	-15	.	.	.	1	.	-4	5
CC(C)(C)c1ccc(C(=O)CCCSC2=C(C#N)C(c3ccco3)C3=C(CCCC3=O)N2)cc1 (centres undefined)	31	.	.	.	-13	.	0	-4
COCOCCn1cc(CN2CCS(=O)(=O)N(Cc3ccc(-c4ccc(OC)cc4)cc3)C(C)C2=O)nn1 (centres undefined)	-4	-2	-5	-12	8	.	.	-3
CC(C)OC(=O)CSc1nc(Cc2ccccc2)nc2ccccc12	-35	6	1	-8	-11	-2	.	-4
C[C@]12c3[nH]c4ccccc4c3CCN1C(=O)C(CC(=O)NCCc1ccccn1)C[C@@H]2C(=O)N1CCOCC1 (some centres undefined)	-13	-1	-8	-4	15	-1	5	3
COc1cccc(CNC(=O)N2CCN(S(=O)(=O)c3ccc(Cl)cc3)CC2)c1	3	-2	1	7	-4	0	-3	1
O=C(CCNC(=O)c1ccc(Br)o1)NC1CCCC1	.	.	-13	.	-4	.	-1	-1
O=C(C[C@H]1C[C@H]2c3cc(NC(=O)Nc4ccccc4)ccc3O[C@H]2[C@H](CO)O1)NCc1cccnc1	15	.	-4	-6	-5	.	8	-8
COc1ccc(CNC(=O)CS(=O)Cc2nc(-c3ccc(OC)c(OC)c3)oc2C)cc1 (centres undefined)	-2	-1	2	.	5	-3	4	-18
Cc1cc(NC(=O)CN2CCCCC2)n(-c2ccccc2)n1	24	3	-3	9	10	.	7	-1
CCCC(=O)N1CCC1(C)C(=O)Nc1cc(-c2ccccc2)nn1C (centres undefined)	.	-7	-59	-32	18	1	-1	1
CCOC(=O)/C(=N\Nc1ccccc1[N+](=O)[O-])c1csc(Nc2ccccc2)n1	-4	-6	13	40	-5	-3	-6	-2
CN1CCN(c2cccc3c2S(=O)(=O)N[C@@H](Cc2ccccc2)CO3)CC1	-24	-3	-16	0	.	.	.	10
COc1ccc([Si](C)(C)[C@H]2[C@H](CCn3cc([C@H](O)c4ccccc4)nn3)O[C@@]3(C(=O)N(Cc4cccc(N5CCC5=O)c4)c4ccccc43)[C@@H]2C)cc1	18	12	.	8	-3	0	5	.
Cc1ccc(S(=O)(=O)NC(C)C(=O)NCc2ccc(Cl)cc2)cc1 (centres undefined)	1	-5	5	-9	5	.	-1	0
CCOc1ccc(NC(=O)CN(C)C(=O)c2cc3c(s2)CCC(C)C3)cc1OCC (centres undefined)	-4	-1	6	-10	1	-1	2	-9
C[C@@H]1CN([C@@H](C)CO)C(=O)c2cc(NC(=O)C3CCCCC3)ccc2O[C@@H](C)CCCCO[C@H]1CN(C)CC1CCCCC1	21	-6	6	11	-12	2	-2	.
COc1ccccc1/C=C/C1NC(=O)NC(C)=C1C(=O)OC(C)C (centres undefined)	8	-2	0	11	4	-3	-1	-15
CSc1ccccc1NC(=O)Cn1nc([N+](=O)[O-])cc1C	15	1	.	8	.	0	.	1
O=C(COc1ccccc1[N+](=O)[O-])NCCCN1CCCC1=O	7	1	-5	1	2	2	0	3

Next section; it opens with the two that closed the last part.
SMILES	PAX8 inh HTS	S100A4 inh HTS	LGR2 inh	EWS-Fli inh	PGC1a acetyl inh	ERAP1 HTS inh	PglD inh	FN deposition inh
CSc1ccccc1NC(=O)Cn1nc([N+](=O)[O-])cc1C	15	1	.	8	.	0	.	1
O=C(COc1ccccc1[N+](=O)[O-])NCCCN1CCCC1=O	7	1	-5	1	2	2	0	3
Cc1ccc(CNC(=O)CS(=O)Cc2nc(-c3ccccc3Cl)oc2C)cc1 (centres undefined)	8	-2	-1	1	3	1	3	4
CCNC(=O)CCn1nc(-c2ccc(C)cc2)c2ccccc2c1=O	-1	0	-5	-6	5	1	2	5
CCCn1c(N)c(N(CCOC)C(=O)c2cc(S(=O)(=O)N3CCCCCC3)ccc2OC)c(=O)[nH]c1=O	-24	-5	-2	.	11	1	0	19
CN(C)c1ccc(CC(=O)N2CCCCC2c2cc(C(=O)Nc3ccccc3)no2)cc1 (centres undefined)	1	7	-8	3	-2	0	4	7
C[C@@H]1CN([C@@H](C)CO)C(=O)c2c(c3ccccc3n2C)-c2ccccc2CO[C@@H]1CN(C)Cc1ccc(-c2ccccc2)cc1	63*	5	6	7	.	-5	.	1
O=C(Cn1cnc2c(nnn2Cc2ccccc2)c1=O)Nc1ccc2c(c1)OCCO2	0	12	5	-4	.	1	-4	3
C[C@@H]1CN([C@H](C)CO)C(=O)c2cc(NS(=O)(=O)c3ccccc3)ccc2O[C@@H](C)CCCCO[C@H]1CN(C)Cc1ccc(Cl)c(Cl)c1	94*	-1	22	17	7	-2	4	.
CC(=O)Nc1cccc(C(=O)OCC(=O)NC(=O)NC2CCCC2)c1	-13	0	12	2	-1	-1	1	3
CC1CC(CCN)(c2ccccc2)C(C)CN1C (centres undefined)	-13	-4	7	-4	.	.	.	5
COc1cccc(C(=O)Nc2ccc3c(c2)C(=O)N(C)[C@H]2CC[C@@H](CC(=O)NCc4ccc(F)cc4)O[C@@H]2CO3)c1	-1	.	9	-3	-6	.	-4	11
COc1ccc(CCNC(=O)Cn2cc(C(F)(F)F)cc(Cl)c2=O)cc1	13	0	-10	12	.	-7	.	5
O=C(N[C@H]1CCC(=O)N([C@H](CSc2ccc(Br)cc2)Cc2ccccc2)CC1)OCc1ccccc1	51	14	6	8	.	-2	1	14
Nc1nncn1C(=O)CCc1ccccc1	-4	.	.	.	-10	.	-2	0
O=C(Nc1ccccc1NS(=O)(=O)c1ccc(F)cc1)C1CCCC1	9	1	-4	7	-7	-1	-7	-1
COc1ccc2c(c1)SCC(=O)N2C	-12	.	.	.	4	.	-5	-8
CC12CC3(C)CC(C)(C1)CC(C(=O)NC(=S)N1CCCC1)(C2)C3	-13	-5	1	6	3	-3	12	.
COC(=O)[C@@]1(C)[C@H]2C(=O)N(Cc3ccccc3)C(=O)[C@H]2[C@H]2CN=C(SCc3ccc(Cl)cc3)N21	9	-7	-2	11	1	1	2	0
CC(C)CNC(=O)C1(C)CCCN1C(=O)CSc1ccccc1 (centres undefined)	2	-3	-3	0	-11	-2	0	1
COc1ccccc1C(=O)Nn1c(-c2cccs2)nc2ccccc2c1=O	18	-4	.	5	9	-3	.	-5
O=C(CN1CCCCC1)N1CCCc2c1c(=O)oc1ccc(OCc3ccccc3)cc21	9	.	.	.	1	.	-1	-3
CCCN1CCC(=O)N(CCN=[N+]=[N-])CC1	-10	-4	0	-8	.	-4	-2	-12
COc1ccc(NC(=O)Nc2ccc3c(c2)C(=O)N([C@H](C)CO)C[C@H](C)[C@@H](CN(C)Cc2ccc(Oc4ccccc4)cc2)O3)cc1	-16	-5	-6	-1	-12	-6	3	.
COc1ccccc1Nc1nc(N)nc(CN2CCCCC2)n1	0	-2	-10	14	-4	2	0	-26
O=C(C[C@H]1CC[C@@H]2[C@H](COC[C@@H](O)CN2Cc2cccc(C(F)(F)F)c2)O1)NCc1ccc(F)cc1	12	3	8	21	1	-2	-3	-8
COc1ccccc1N(CC(=O)NCCN1CCOCC1)S(=O)(=O)c1ccc(C)cc1	-1	2	-11	-3	-3	-9	8	-4
SMILES	PAX8 inh HTS	S100A4 inh HTS	LGR2 inh	EWS-Fli inh	PGC1a acetyl inh	ERAP1 HTS inh	PglD inh	FN deposition inh
CCN(CC)S(=O)(=O)c1ccc(C(=O)OCC(=O)c2ccc3c(c2)NC(=O)CO3)cc1	.	0	9	9	.	-3	.	.
COc1ccccc1C(=O)Nc1ccc2c(c1)C(=O)N(C)C[C@H](OC)[C@@H](C)CN(C)[C@@H](C)CO2	-6	13	-11	-5	-26	-1	1	0
[O-][n+]1c2ccc3nonc3c2nn1-c1ccccc1Cl	.	-4	-2	13	10	9	0	.
Cc1ccc([C@H]2C[C@H](n3cc(C4CC4)nn3)[C@@H](O)CN2Cc2cccs2)cc1	-11	-1	-31	-7	-4	12	4	-15
COc1cccc(CN2CC(C(=O)N(C)CCc3ccccc3)CCC2=O)c1 (centres undefined)	-7	-1	-10	0	5	2	-2	-1
CO[C@@H]1CN(C)C(=O)c2cc(NC(=O)c3cnccn3)ccc2OC[C@H](C)N(C)C[C@H]1C	.	-23	24	7	-1	-1	-3	-17
O=C(CCCN1C(=O)/C(=C/c2cccs2)SC1=S)NNC(=O)c1ccccc1O	-4	.	17	.	8	.	11	6
Cn1nc(C(C)(C)C)cc1NC(=O)C1(C)CCN1C(=O)C1(c2ccccc2)CCCC1 (centres undefined)	6	4	31	-4	?	-1	-3	-1
Cc1ccccc1NS(=O)(=O)c1ccc(C(=O)N2CCN(c3ccccc3O)CC2)cc1	28	-2	3	9	.	-2	-3	.
C[C@H](CO)N1C[C@H](C)[C@H](CN(C)C(=O)c2ccncc2)OCCCC[C@H](C)Oc2ccc(NS(=O)(=O)c3cccs3)cc2C1=O	-32	15	-18	-20	7	3	-7	3
[N-]=[N+]=NCC/C=C\C1NS(=O)(=O)OCC1O (centres undefined)	15	-1	6	10	6	-1	-2	-3
CCOc1cc(/C=N/NC(=O)c2cccc(S(=O)(=O)N3CCOCC3)c2)ccc1OCC(=O)N(C)C	18	-3	17	-3	-6	12	4	-1
O=C(NC(=S)Nc1ccc(Cc2ccncc2)cc1)c1ccccc1Cl	-14	.	-4	4	.	.	-3	-2
COc1ccc(NS(=O)(=O)c2cccc(N/C(=N\S(=O)(=O)c3ccccc3)c3ccc(F)cc3)c2)cc1	2	-1	16	7	2	-3	3	0
C[C@@H]1CCCCO[C@@H](CN(C)C(=O)CCCN(C)C)[C@H](C)CN([C@@H](C)CO)C(=O)c2cc(N(C)C)ccc2O1	-15	.	14	-2	-5	.	.	.
CC(O)(c1cccc(F)c1)c1nc(-c2ccc3c(c2)OCO3)cs1 (centres undefined)	5	4	-11	0	-20	3	4	4
CCOc1cc(NC(=O)Nc2ccccc2)c(OCC)cc1NC(=O)CC	-2	-3	3	1	7	-3	0	3

Some entries already given, reduced to EWS-Fli inh and LGR2 inh.
| mol | EWS-Fli inh | LGR2 inh |
| --- | --- | --- |
| COc1cccc(CN2CC(C(=O)N(C)CCc3ccccc3)CCC2=O)c1 (centres undefined) | 0 | -10 |
| CO[C@@H]1CN(C)C(=O)c2cc(NC(=O)c3cnccn3)ccc2OC[C@H](C)N(C)C[C@H]1C | 7 | 24 |
| O=C(CCCN1C(=O)/C(=C/c2cccs2)SC1=S)NNC(=O)c1ccccc1O | . | 17 |
| Cn1nc(C(C)(C)C)cc1NC(=O)C1(C)CCN1C(=O)C1(c2ccccc2)CCCC1 (centres undefined) | -4 | 31 |
| Cc1ccccc1NS(=O)(=O)c1ccc(C(=O)N2CCN(c3ccccc3O)CC2)cc1 | 9 | 3 |
